# GLP-1R agonist: agonists of human GLP-1 receptor; Potency, µM (series often up to 45.6 µM), without a hit: top-dose activation, actives largely listed as activators; HEK293 GLP-1R CRE-luciferase, luminescence, 4-6 h; cells express a hypersensitive GLP-1R form; AID 624172; 380,000 tested, 0.007% active; P43220; further: potency means the concentration at half of the fitted maximal effect; % of control where 0% means no effect
# Target sequence (P43220 whole entry, looked up): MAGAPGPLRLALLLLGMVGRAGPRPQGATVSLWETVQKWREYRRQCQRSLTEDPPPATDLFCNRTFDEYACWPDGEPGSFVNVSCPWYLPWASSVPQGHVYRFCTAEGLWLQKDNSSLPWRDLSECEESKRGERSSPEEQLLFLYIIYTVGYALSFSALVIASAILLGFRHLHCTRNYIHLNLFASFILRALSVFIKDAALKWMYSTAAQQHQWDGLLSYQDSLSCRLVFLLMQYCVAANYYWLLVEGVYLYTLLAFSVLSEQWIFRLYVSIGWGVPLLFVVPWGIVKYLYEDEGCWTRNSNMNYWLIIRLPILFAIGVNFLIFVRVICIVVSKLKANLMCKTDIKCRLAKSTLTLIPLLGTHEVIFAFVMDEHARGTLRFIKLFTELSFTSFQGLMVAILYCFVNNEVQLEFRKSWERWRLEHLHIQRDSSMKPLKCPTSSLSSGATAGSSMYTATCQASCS
# WRN inhibitor: inhibitors of human WRN helicase | WRN helicase unwinding, fluorescent forked duplex, kinetic | Potency, µM (doses to about 114 µM), inactives show top-dose activity change, negative = inhibition, usual class: inhibitors | 360,000 tested, 0.46% active; further: potency means the concentration at half of the fitted maximal effect; on the % scale 0 is the no-effect control and ±100 the full control effect; nearly all actives have a fitted effect of over 55% in size
#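 Primary qHTS, 1536-well format. 20 nM WRN + compound, 15 min RT; start with 100 nM forked fluorophore/quencher duplex, 2 mM ATP (final); kinetic read ex 525/em 598 nm.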
# PLK1 PBD inh: inhibitors of human PLK1 polo-box domain binding. AID 720504. P53350. Potency, µM, for inactives: max response, negative = inhibition, hits mostly inhibitors. 360,000 tested, 2.8% active. Plk1 PBD binding of FITC phosphopeptide, fluorescence polarization; further: potency means the concentration at half of the fitted maximal effect; series mostly up to about 57 µM; on the % scale 0 is the no-effect control and ±100 the full control effect; nearly all actives have a fitted effect of over 65% in size
# Target sequence (P53350 whole entry, looked up, the tested form may be a part): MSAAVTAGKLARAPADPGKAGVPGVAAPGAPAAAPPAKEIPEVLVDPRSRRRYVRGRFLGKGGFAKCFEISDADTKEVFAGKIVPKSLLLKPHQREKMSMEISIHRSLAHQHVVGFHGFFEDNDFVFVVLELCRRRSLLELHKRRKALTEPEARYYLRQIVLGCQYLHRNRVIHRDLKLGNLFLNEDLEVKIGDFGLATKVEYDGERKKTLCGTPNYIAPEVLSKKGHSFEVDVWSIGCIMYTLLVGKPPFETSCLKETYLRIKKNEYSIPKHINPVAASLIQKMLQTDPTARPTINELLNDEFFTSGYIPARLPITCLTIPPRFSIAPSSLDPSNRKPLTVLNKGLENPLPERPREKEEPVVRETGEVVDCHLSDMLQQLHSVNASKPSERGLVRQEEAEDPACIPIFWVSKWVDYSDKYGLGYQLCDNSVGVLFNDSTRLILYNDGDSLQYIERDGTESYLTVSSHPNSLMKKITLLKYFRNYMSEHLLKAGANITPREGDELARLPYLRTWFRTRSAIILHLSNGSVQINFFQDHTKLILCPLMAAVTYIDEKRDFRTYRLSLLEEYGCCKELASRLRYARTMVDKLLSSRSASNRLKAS
# IL-2 act: activates IL-2 in a cell-based reporter assay. IL-2 activation reporter assay, cell-based qHTS; stimulated with anti-CD3/CD4/CD28 beads; in transgenic mouse T cells. activation, % (series mostly up to about 46 µM). 360,000 tested, 0.065% active. AID 652025; in the data active means activation above about 50%; inconclusive means mostly about 30% to 49%; further: 0% is about no effect
#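 Quantitative HTS in unstimulated transgenic mouse T cells, with memory T cells as non-tolerant control and PMA/ionomycin as tolerance-bypass control. Compound pretreatment lasted 60 minutes before 18 h bead stimulation; EGFP/DsRed fluorescence read.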
# PI5P4K alpha inh: PI5P4K alpha (human) kinase inhibition | P48426 | PI5P4Kalpha enzyme, ADP-Glo luminescence, 60 min; stronger effect = lower value | max response, % | 330,000 tested, 1.2% active | AID 652105; active means max response of -50% or lower; inconclusive means between -30% and -50%; inactive means -30% or higher; further: value at the top dose of about 77 µM; on the % scale 0 is the no-effect control and ±100 the full control effect
#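 qHTS, 1536-well: enzyme/substrate mix, compound by pin tool, 5 microM ATP final; RT 60 min; ADP-Glo reagents 1 (45 min) then 2 (30 min); luminescence.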
# D3 ag: D3 dopamine receptor (human) agonism. D3R DiscoveRx beta-arrestin cells, luminescence, 90 min. 410,000 tested, 0.58% active. max activation, %. P35462; in the data active means max activation above about 30%; further: 0% is about no effect; mostly tested at two doses, the higher about 12 µM
#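 Cells at 1500/well, incubated overnight, then treated with pinned compounds (dopamine as control) for 90 min at 37 degrees C. DiscoveRx reagent added for 30 - 60 minutes at room temperature; luminescence read.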
# GLP-1R inv ag: inverse agonists of human GLP-1 receptor; 410,000 tested, 1.6% active; Potency, µM (top dose mostly 38.3 µM), without a hit: top-dose activity change, negative = inhibition, usual class: inhibitors; HEK293 GLP-1R CRE-luciferase, luminescence, 24 h; GLP-1R form is constitutively active; further: potency means the concentration at half of the fitted maximal effect; on the % scale 0 is the no-effect control and ±100 the full control effect; nearly all actives have a fitted effect of over 55% in size
#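 HEK293 cells stably co-expressing constitutively active GLP-1R and a cAMP-responsive luciferase reporter were seeded in DMEM with 10% Nu serum, given compounds after 12 h, and incubated 24 h at 37 deg C. Luminescence was then read.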
# HEK293 tox: cytotoxic in the GLP-1 receptor inverse agonist counter-screen. HEK293 cAMP-luciferase reporter cells, luminescence, 24 h. Potency, µM (titrated, usually from 38.3 µM), for inactives: at the top dose activity change, negative = inhibition, most hits filed as inhibitors. 410,000 tested, 0.13% active. AID 624418;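 further: loss of luciferase light is scored as toxicity; potency means the concentration at half of the fitted maximal effect; on the % scale 0 is the no-effect control and ±100 the full control effect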
#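 Luminescence readout: signal drop marks cytotoxicity. Plated cells grew 12 h at 37 °C, 5% CO2, received 23 nL compound for 24 h, then got luciferase reagent, read after 12 min at RT.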
# D3 antag: antagonists of human D3 dopamine receptor; P35462; D3R cells, DiscoveRx beta-arrestin luminescence, antagonist mode; stronger effect = lower value; max response, negative = inhibition, %; 360,000 tested, 2.5% active; in the data active means max response below about -50%; inconclusive means no clear call, values can overlap the other calls; further: on the % scale 0 is the no-effect control and ±100 the full control effect; mostly tested at two doses, the higher about 12 µM
#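 Cells expressing the human receptor were seeded at 1500 cells/well, incubated overnight at 37 degrees C in 5% CO2, then exposed to library compounds with dopamine controls for 90 minutes at 37 degrees C before luminescent detection.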
# The depositor's hits bear a star; ? = inconclusive; / = no result given; & = joins results of further samples; [ ] = another dose, or the depositor's remark. Unless noted, the call rests on the fitted dose curve; in most records, active means well fitted curve in the direction sought with a large enough effect; inconclusive means small, poorly fitted or top-dose-only effect, or another doubt; inactive means no such curve, though single readings can be large; an effect the other way counts as inactive or inconclusive.
cpd	molecule	GLP-1R agonist	WRN inhibitor	PLK1 PBD inh	IL-2 act	PI5P4K alpha inh	D3 ag	GLP-1R inv ag	HEK293 tox	D3 antag
1	O=C(Nc1ccccc1)OCCOc1ccccc1	7%	-8%	-10%	-2.0	/	-19	0%	-9%	-30
2	Cc1ccc(CN2CCNC(=O)C2CC(=O)N(C)Cc2cnccn2)cc1 (stereo unspecified)	-2%	-6%[57.1 µM]	-11%	-2.8	6	-1	-9%	7%	5
3	CCCCCCCCN1C(=O)[C@H](CC(=O)NCCCN2CCCC2=O)C[C@@]2(C(=O)OCC)CCCC=C12	7%	0%	-11%	0.3	4	-1	?	-10%	18
4	CCOC(=O)C1=CN2CCCC[C@@H]2CC1=O	-4%	10%	-13%	-2.1	2	-53	6%	10%	2
5	CSc1ccc(/C=N/NC(=O)CNc2ccc3ccccc3c2)cc1	8%	-18%	-3%	-1.8	35	6	?	-2%	5
6	N#CC(C#N)=C(Nc1ccc(F)cc1)SCc1cccc(Br)c1	-8%	-27%	?	-4.4	-2	-3	2µM*	9%	-6
7	CC(CCc1ccccc1)NC(=O)C1CCN(S(=O)(=O)c2cnc[nH]2)CC1 (stereo unspecified)	-10%	-6%	-3%	-1.1	-1	2	-8%	-24%	15
8	COc1cccc(/C=C/C(=O)OCC(=O)NCc2ccc3c(c2)OCO3)c1	-1%	2%	-3%	1.2	12	3	23%	-15%	1
9	CC(c1ccccc1)n1c(N2CCN(C)CC2)nc2c1c(=O)[nH]c(=O)n2C (stereo unspecified)	11%	-1%	-5%	0.5	2	1	10%	1%	24
10	CCOC(=O)C1C(=O)NC(SCC(=O)OC)=C(C#N)C1c1ccccc1OCC (stereo unspecified)	-4%	-2%	-11%	-3.0	/	6	1%	-9%	-19
11	CCNC(=O)C1CCCN(C(=O)c2ccc3snnc3c2)CC1 (stereo unspecified)	1%	4%	4%	-0.3	0	0	21%	3%	22
12	Cc1cnc(C)c(Nc2nc(C(N)Cc3ccccc3)cs2)n1 (stereo unspecified)	0%	-2%	-7%	0.1	-15	4	-30%	1%	0
13	O=S1(=O)CC(N2CCCC2)CN1Cc1cn(Cc2ccc(Cl)cc2)nn1 (stereo unspecified)	15%	4%	-10%	1.0	5	10	16%	4%	8
14	CN1C(=O)/C(=C2/C=Cc3ccccc3N2CCCS(=O)(=O)O)SC1=S	-5%	-27%	-6%	-3.4	-3	-25	-2%	8.9µM*	-125*
15	O=[N+]([O-])c1ccccc1S(=O)(=O)c1ccccc1	0%	-1%	-3%	0.5	-3	-7	-16%	?	-11
16	O=P(O)(Cc1ccccc1)c1ccccc1	-2%	-2%	-2%	0.2	2	0	7%	-5%	-8
17	COc1ccc(-c2cc(C#N)nc(N3CCNCC3)n2)cc1	6%	20%	-2%	-2.1	/	-32	0%	-12%	?
18	Cc1ccc(C)c(N2CCN(S(=O)(=O)c3cc4c(cc3C)NC(=O)CO4)CC2)c1	-3%	0%	-3%	-3.4	0	-4	11%	1%	-8
19	COc1ccc(C)cc1NC(=O)C1CCN(C(=O)C2CC(=O)N(c3ccc(C)cc3)C2)CC1 (stereo unspecified)	14%	6%	-2%	1.1	-3	5	35%	0%	9
20	O=C(NC1CC1)C1=C[C@@H](c2ccc(C(F)(F)F)cc2)C[C@@H](OCc2ccc(CO)cc2)O1	-3%	11%	3%	-0.4	1	-4	?	-26%	0
21	Cc1ccc(SCC(=O)Nc2ccc3c(c2)OCCO3)cc1	1%	-1%	2%	0.0	0	9	12%	-4%	10
22	N#Cc1ccc(C(=O)N/N=C/c2cn(CC(=O)O)c3ccccc23)c(F)c1	-3%	8%	-4%	-0.6	-16	-7	6%	-4%	-9
23	Cc1ccc2c(Cl)c(C)c(N3CCOCC3)nc2n1	29%	6%	-13%	-0.5	5	-4	20%	-2%	-12
24	Cn1nc(C(F)(F)F)c(C(=O)Nc2ccc(F)cc2F)c1Sc1ccc(Cl)cc1	-4%	0%	-11%	-2.5	/	-8	0%	-24%	21
25	COc1cccc(OCCn2cc(C(C)=O)c3ccccc32)c1	2%	-5%	1%	-0.8	5	8	-6%	7%	24
26	S=c1[nH]nc(-c2ccco2)n1/N=C/C=C/c1ccccc1	-1%	-9%	-16%	0.4	-1	-13	-21%	?	-64*
27	COc1ccc([N+](=O)[O-])cc1/C=N/NC(=O)CNC(=O)c1cccc(F)c1	-3%	-24%	-7%	-0.4	-12	-30	-1%	-6%	-117*
28	OC1CCCN(Cc2nc(Cc3ccccc3Cl)no2)C1 (stereo unspecified)	-2%	-2%	-13%	-0.4	4	-4	12%	0%	3
29	CC(=O)Nc1ccccc1OCC(O)CS(=O)(=O)c1ccc(C(F)(F)F)cn1 (stereo unspecified)	11%	5%	-7%	-0.2	-1	-3	11%	-16%	34
30	Cc1c(NC(=S)N/N=C/c2ccc([N+](=O)[O-])cc2O)c(=O)n(-c2ccccc2)n1C	5%	5%	-19%	-2.2	?	1	-23%	-28%	-18
31	Cn1ncc(Cl)c1C(=O)N1CCN(c2ccccc2)CC1	-6%	9%	-13%	-0.9	2	0	10%	6%	0
32	CC(=O)c1cccc(NC(=O)CCc2c(C)nc3c(-c4ccc(F)cc4)c(C)nn3c2C)c1	0%	/	/	/	/	-13	1%	20%	/
33	COc1ccccc1/C=C(\NC(=O)c1cccc(C)c1)C(=O)Nc1ccccn1	5%	11%	3%	-0.3	-6	-2	-3%	3%	-5
34	Cc1ccc2nc(-c3ccc(NC(=O)COC(=O)c4cncc(Br)c4)cc3)sc2c1	9%	?	-17%	1.5	2	0	-24%	10%	6
35	COc1ccc2cc(CN(CCO)C(=O)c3ccc(Br)cc3)c(=O)[nH]c2c1	-3%	6%	-2%	-1.8	-8	6	1%	-27%	20
36	COc1ccc(C(C#N)Nc2ccccc2OC)cc1 (stereo unspecified)	-1%	-4%	1%	-2.1	/	0	4%	-7%	12
37	CC(C)CC(NC(=O)OC(C)(C)C)c1cn([C@@H](Cc2cc3ccccc3[nH]2)C(=O)N2CCN(C(=O)OC(C)(C)C)CC2)nn1 (stereo partly specified)	-5%	1%	-1%	-0.6	-11	27	?	-4%	-5
38	CC(NC(=O)c1ccccc1F)c1nnc(SCC(=O)Nc2nnc(C3CC3)s2)n1C (stereo unspecified)	-1%	-4%	2%	-0.1	0	-1	-3%	4%	-7
39	Cc1ccc(OCC(=O)N2c3ccccc3NC(=O)C2(C)C)c([N+](=O)[O-])n1	3%	7%	-10%	1.4	-15	-6	-3%	2%	-23
40	O=C(NNS(=O)(=O)c1ccc(Cl)cc1Cl)c1cc2ncc(C(F)(F)F)cc2s1	-2%	0%	-13%	-2.1	-1	6	-4%	17%	11
41	Cc1ccc(SCc2cc(=O)[nH]c(SCC(=O)Nc3cc(Cl)ccc3Cl)n2)cc1	1%	-20%	?	0.3	-8	8	12%	-2%	-18
42	O=C(Nc1cc(S(=O)(=O)N2CCOCC2)ccc1N1CCCCC1)c1ccccc1Br	0%	-30%	4.7µM*	0.4	?	-3	?	3%	-19
43	Cc1cc(S(=O)(=O)n2[nH]c(=O)c(CCO)c2C)c(Cl)cc1Cl	1%	-20%	-14%	-3.9	7	2	13%	0%	6
44	COc1ccc(NC(=O)C[C@H]2C(=O)N(Cc3ccccc3)C[C@@H]2Cc2ccccc2)cc1	-3%	-13%	-2%	-0.2	8	-3	?	-2%	7
45	COc1cccc(C(C#N)N2N=C(C)CC2(C)C)c1O (stereo unspecified)	-6%	-6%	-10%	-1.1	/	5	18%	-18%	-12
46	O=C1CC(Sc2ncccc2C(=O)O)C(=O)N1 (stereo unspecified)	0%	-11%	0%	0.4	7	-2	-9%	-12%	10
47	S=C(NCCc1ccccc1)N/N=C/c1cccs1	10%	-7%	-4%	0.3	1	-3	?	?	-17
48	CC(=O)c1cccc(NC(=S)NC(=O)c2ccccc2Br)c1	6%	1%	-8%	-0.2	11	-2	-23%	-11%	8
49	Cc1ccc(C2CC(=O)Nc3cc4c(cc32)OCO4)o1 (stereo unspecified)	-1%	-2%	-4%	0.9	/	21	1%	4%	?
50	Cn1cnnc1SCC(=O)N1N=C2/C(=C/c3ccco3)CCCC2C1c1ccco1 (stereo unspecified)	5%	-3%	-9%	0.2	-8	-13	1%	-19%	-12
51	CCOc1ccc2sc(NS(=O)(=O)c3ccc(OC)c(OC)c3)nc2c1	24%	-15%	-11%	-1.7	/	-7	6%	3%	-28
52	CN(NC(=O)c1ccccc1)C1=NS(=O)(=O)c2ccccc21	4%	2%	-12%	1.3	1	11	6%	-2%	7
53	CCOC(=O)c1cnc(-n2nc(C)cc2C)nc1Nc1cccc(C(=O)O)c1	2%	-22%	0%	-0.3	0	2	8%	1%	5
54	CS(=O)(=O)c1cnc(-c2cccnc2)nc1N	4%	7%	-2%	-0.1	5	-3	1%[7.66 µM]	5%[7.66 µM]	2
55	Cc1ncsc1CCOC(=O)c1cccc([N+](=O)[O-])c1	6%&9%	-17%&-2%	-1%&-15%	-0.1&-1.9	12&1	-1&-5	7%&71%	-19%&1%	2&9
56	O=C(CCn1c(=O)sc2ccccc21)NCCC1=CCCCC1	-2%	-2%	4%	0.3	/	-30	-25%	-14%	-108*

# Further entries follow.
cpd	molecule	GLP-1R agonist	WRN inhibitor	PLK1 PBD inh	IL-2 act	PI5P4K alpha inh	D3 ag	GLP-1R inv ag	HEK293 tox	D3 antag
57	O=C(NCCc1ccc(Cl)cc1)c1cc(-c2ccccn2)nc2ccccc12	18%	-3%	19µM*	-3.0	10	1	?	?	-1
58	COc1ccccc1NC(=O)CC(NCc1ccccc1)C(=O)O (stereo unspecified)	1%	-17%	-9%	-1.2	2	-5	19%	18%	3
59	CCCOc1cc(C)nc(-c2ccccc2O)n1	-4%	5%	1%	-0.8	-2	1	?	-2%	-2
60	CN(C)S(=O)(=O)c1cccc(-c2csc(N/N=C/c3ccco3)n2)c1	7%	-12%	-19%	-3.3	?	6	44%[activator]	0%	1
